Gli-Sufu antag: Gli-Sufu pathway antagonism | inhibition, % at 5 µM | Sufu-KO-LIGHT fibroblasts, Gli luciferase reporter luminescence | 340,000 compounds, 0.74% hits | AID 588413;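 active means inhibition above about 55%, limit read from the data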;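 further: 0% = DMSO-treated cells and 100% = wells with medium but no cells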
ATG4B inh: blocks human ATG4B protease cleavage of LC3 substrate; Q9Y4P1; ATG4B cleavage of LC3-PLA2, NBD-HPC fluorescence, 1 h; inhibition, % at 8.33 µM; 340,000 compounds, 0.51% hits; AID 504462; in the data active means inhibition above about 40%
APJ ag: activates the human apelin receptor APJ. CHO-K1 APJ PathHunter beta-arrestin, luminescence; 0% DMSO wells, 100% apelin. 330,000 compounds, 0.11% hits. activation, % at 20 µM. P35414;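 active means activation more than six SD over the plate average, tested at 20 µM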;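 further: 0% = DMSO alone and 100% = apelin-13 at 10 nM; some results filed as inactive read as strong as hits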
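Test system: CHO-K1 APJ beta-arrestin complementation cell line | Compound: Single test compound dose, 20 µM final, 1% DMSO | Incubation: Compound 90 min 25 °C, reagent 1 h | Measured by: beta-gal luminescence | Read-out basis: APJ–arrestin association signal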
CCR6 antag: antagonists of human CCR6 receptor; P51684; CHO-K1 CCR6 PathHunter beta-arrestin, luminescence, CCL20-stimulated; inhibition, % at 20 µM; 340,000 compounds, 0.49% hits; AID 493098;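 active means compounds whose inhibition of the agonist-driven luminescence signal at 20 µM reaches about 50%, limit read from the data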;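 further: cells stimulated with CCL20 at 14 nM final; plate controls were DMSO with CCL20 for no effect and DMSO without agonist for full effect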
APJ antag: blocks the human apelin receptor APJ; CHO-K1 APJ beta-arrestin complementation, luminescence; AID 2521; 330,000 compounds, 0.32% hits; inhibition, % at 20 µM;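 active means inhibition above about 40% at 20 µM, limit read from the data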;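 further: cells challenged with 10 nM apelin-13 agonist together with compound; plate controls were apelin-13 plus DMSO wells for no effect and DMSO wells lacking apelin-13 for full effect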
UBC13 polyUb: blocks human UBC13 polyubiquitin chain formation | TR-FRET | inhibition, % at 20 µM | 330,000 compounds, 0.47% hits | AID 485273; in the data active means inhibition above about 45%, passing the limit was not always enough
Target sequence (P61088 whole entry, looked up): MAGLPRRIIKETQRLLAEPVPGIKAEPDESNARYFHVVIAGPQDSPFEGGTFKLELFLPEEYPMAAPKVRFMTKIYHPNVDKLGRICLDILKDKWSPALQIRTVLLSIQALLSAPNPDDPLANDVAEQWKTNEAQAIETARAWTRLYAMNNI
CXCR6 block: CXCR6 (human) receptor inhibition; CHO-K1 PathHunter CXCR6 beta-arrestin, luminescence; 360,000 compounds, 0.36% hits; inhibition, % at 20 µM; in the data active means inhibition above about 34%, passing the limit was not always enough;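 further: antagonist mode with CXCL16 agonist at 10 nM final; 0% = 10 nM CXCL16 with DMSO and 100% = unstimulated wells without agonist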
Target sequence (O00574 whole entry, looked up): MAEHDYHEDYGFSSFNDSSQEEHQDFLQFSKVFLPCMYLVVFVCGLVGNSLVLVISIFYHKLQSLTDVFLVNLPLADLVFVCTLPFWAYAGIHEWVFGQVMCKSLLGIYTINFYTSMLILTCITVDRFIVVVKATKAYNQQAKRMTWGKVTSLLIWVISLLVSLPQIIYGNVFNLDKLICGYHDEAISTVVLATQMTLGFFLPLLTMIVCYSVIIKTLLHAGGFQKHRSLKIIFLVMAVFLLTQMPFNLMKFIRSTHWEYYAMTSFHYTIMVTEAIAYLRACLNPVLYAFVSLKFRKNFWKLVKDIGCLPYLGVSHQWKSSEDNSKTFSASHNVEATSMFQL
EBI2 block: blocks human EBI2 receptor beta-arrestin signaling | EBI2 beta-arrestin recruitment, luminescence, 7a,25-OHC stimulated | inhibition, % at 5 µM | 360,000 compounds, 0.81% hits; in the data active means inhibition above about 38%;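 further: enzyme fragment complementation signal reports receptor beta-arrestin coupling in cells; 0% = agonist plus DMSO wells and 100% = wells without agonist; some results beyond the cut were filed as inactive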
Target sequence (P32249 whole entry, looked up, the tested form may be a part): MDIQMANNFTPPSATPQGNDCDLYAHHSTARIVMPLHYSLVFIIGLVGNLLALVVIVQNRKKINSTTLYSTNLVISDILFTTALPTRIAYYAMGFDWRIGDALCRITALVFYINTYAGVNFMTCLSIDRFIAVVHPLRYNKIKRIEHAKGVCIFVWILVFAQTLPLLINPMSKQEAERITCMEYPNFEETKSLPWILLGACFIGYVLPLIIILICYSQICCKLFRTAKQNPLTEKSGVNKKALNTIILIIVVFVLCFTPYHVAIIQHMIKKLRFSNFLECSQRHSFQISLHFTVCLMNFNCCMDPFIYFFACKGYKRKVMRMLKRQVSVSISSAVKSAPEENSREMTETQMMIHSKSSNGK
* marks the source's active call; other numbers are inactive results; . = not tested or not shown. Random draw from the library; overall some 3% were active at least once.

SMILES	Gli-Sufu antag	ATG4B inh	APJ ag	CCR6 antag	APJ antag	UBC13 polyUb	CXCR6 block	EBI2 block
CCC(C)NC(=O)CSc1nnc(-c2cc(-c3ccc(C)cc3)nc3ccccc23)n1N (centres undefined)	-5	-8	-2	10	11	5	18	3
O=C(CCCCCN1C(=O)c2cccc3cccc(c23)C1=O)NCc1ccco1	3	6	2	11	-20	57*	-9	-1
S=c1[nH]nc(-c2cccs2)n1Cc1ccccc1	1	-13	-1	-4	19	8	12	-4
Cc1ccc(S(=O)(=O)Nc2ccc3ccccc3c2)cc1	0	-2	.	-3	.	.	-1	2
O=C(/C=C\Nc1ccccc1Br)c1ccc2c(c1)OCO2	-120	8	-2	14	5	8	0	22
Cc1ccc(OCc2ccc(C(=O)Nc3nccs3)o2)cc1C	-40	3	4	1	-1	-18	4	-1
CCN(CC)CCN(C(=O)C1=COCCO1)c1nc2ccc(C)cc2s1	-9	-7	-1	-4	14	3	4	-2
Cc1ccc(CNC(=O)Cn2c(=O)n(CC(=O)N3CCCCC3)c(=O)c3sccc32)cc1	8	-3	0	15	19	0	-11	12
Cc1ccc(C(C)C)c(OCCN(C)C)c1	3	-3	-2	6	8	-9	2	0
S=C(Nc1ccc2nc(-c3ccccn3)c(-c3ccccn3)nc2c1)N1CCCCC1	54	-10	-1	-6	-79	-25	-8	0
COc1ccccc1CNC(=O)[C@H](Cc1c[nH]c2ccccc12)NC(=O)[C@@H]1Cc2ccccc2CN1	3	-6	-3	2	20	4	4	-5
COc1ccccc1C1CC(=O)Oc2cc(O)ccc21 (centres undefined)	-1	0	.	22	.	.	5	-4
COc1ccc(NC(=O)CS(=O)CC(=O)NCc2cccc(C(F)(F)F)c2)cc1 (centres undefined)	4	-3	-1	-5	2	10	-8	-1
COc1ccc2nc(C)c3cc(C)oc3c2c1	-15	-6	-3	7	0	7	-5	-2
CC1CN(S(=O)(=O)N(C)C)CCN1S(=O)(=O)N(C)C (centres undefined)	4	0	0	-9	-7	14	3	-1
Cc1ccc2nc(Br)c3c(c2c1)OC(CBr)C3 (centres undefined)	2	3	-4	8	10	-6	1	10
CNc1nc(Nc2ccc(C(C)=O)cc2)nc(OC(C(F)(F)F)C(F)(F)F)n1	-8	-3	1	-15	-20	0	2	10
CCOc1cc(CN2CCN(C(=O)c3ccco3)CC2)ccc1OC	18	-4	-1	-7	-1	-5	-4	-5
O=C(NCc1ccccc1)c1ccc(NC(=O)c2ccccc2F)cc1	-18	-5	-5	9	4	2	-2	11
CCSc1nnc(NC(=O)CSc2sc3c(O)cc(=O)[nH]c3c2C#N)s1	-1	26	-2	6	-1	-7	5	0
COc1ccc(Br)c(C(=O)N(C)CC(=O)Nc2ccc(N3CCOCC3)cc2)c1	-10	-10	-5	3	17	-2	-4	-11
Nc1ccc(-c2nnc(-c3ccccc3)o2)cc1	-76	4	2	13	-3	2	0	-2
COc1ccccc1N1CCN(C(CNS(=O)(=O)c2ccc(C)cc2)c2cccnc2)CC1 (centres undefined)	-7	-3	-3	7	12	-1	8	-1
CSC1=NCCN1C(=O)Cc1cccs1	3	-1	-5	2	14	0	-1	2
CC(C)(C)c1nnc(NC(=O)c2ccc(Cl)nc2)s1	-57	-1	-1	-6	10	8	0	-9
(continued)
SMILES	Gli-Sufu antag	ATG4B inh	APJ ag	CCR6 antag	APJ antag	UBC13 polyUb	CXCR6 block	EBI2 block
O=C(CCNC(=O)c1ccc([N+](=O)[O-])cc1)Nc1nccs1	0	5	-4	-10	-30	-6	-1	-2
CC1=NN(c2ccccc2)C(=O)/C1=C\c1cc(C)n(-c2ccccc2)c1C	1	-7	-1	21	11	-29	6	24
CN(C)S(=O)(=O)c1cccc(NC(=O)Cc2ccsc2)c1	-14	-1	0	8	22	2	-17	-10
COc1ccc(NC(=O)N2CCCC(CCC(=O)N(C)CCc3ccccn3)C2)cc1 (centres undefined)	-6	21	-2	5	2	-5	-10	20
Cc1ccc(NC(=S)N(CCCN2CCN(C)CC2)Cc2cccs2)cc1	-3	-6	-1	5	7	-6	1	-6
Brc1cccc(OCCN2CCc3ccccc3C2)c1	18	4	-7	12	2	-10	1	3
O=C(CN1C(=O)/C(=C\c2ccco2)SC1=S)Nc1ccc(O)cc1C(=O)O	2	40	-1	28	-25	-12	2	7
Cc1ccc(NC(=O)NC(=S)NC(=O)c2ccccc2)cc1	-5	-9	-2	30	19	-12	19	8
COc1ccc(-c2nnc(SCC(=O)OC3CCCCC3)o2)cc1OC	-19	-6	-1	4	9	2	-4	6
Nc1ccc(-c2nc3ccccc3s2)cn1	-81	-9	-4	3	1	8	-22	-2
N#C/C=C(/N)c1ccc(Br)cc1	8	-2	10	-5	-4	-7	-10	-13
C=CCN(C(=O)CNS(=O)(=O)c1ccccc1)C(C(=O)NCCOC)c1cccnc1 (centres undefined)	.	6	2	13	2	4	1	0
Cc1ccc(C(=O)NCC(=O)NCCCc2ccccc2)s1	5	-2	2	12	9	1	-1	-4
COc1ccc(-n2nnnc2SCC(=O)Nc2cccc(C)n2)cc1OC	-7	3	2	15	0	6	9	3
CC1CCCC(N2CCN(C(=O)c3ccc([N+](=O)[O-])cc3)CC2)C1 (centres undefined)	.	-8	1	8	20	-3	-6	38
COC(=O)CNC(=O)c1cccc(Cl)c1	-2	-10	-1	13	16	-8	-4	-4
N#C/C(=C/c1cc[nH]c1)C(N)=S	20	5	-2	22	14	12	5	3
CCc1ccc(Nc2n[n+](-c3ccccc3)c(-c3cccc(C)c3)s2)cc1	70*	3	-7	9	2	13	8	3
Cc1cccc(OCC(=O)O/N=C(\N)Cc2ccc([N+](=O)[O-])cc2)c1	5	-1	-4	7	-23	-8	-13	-2
CC1CCN(S(=O)(=O)c2csc(C(=O)Nc3ccccc3)c2)CC1	2	-11	0	10	-11	6	-8	14
CCN(CC)S(=O)(=O)c1ccc(NC(=O)c2cccc3c2C(=O)N(CCOC)C3)cc1	7	-13	2	10	-8	8	9	2
CN(CC(=O)N1CCN(c2ccc(F)cc2)CC1)S(=O)(=O)c1ccc2c(c1)c(=O)n(C)c(=O)n2C	1	-9	-3	3	6	-1	-9	-2
Cc1cc(C(=O)NCc2cccnc2)no1	1	8	-4	0	-18	4	-1	5
O=C(NCCc1cnc[nH]1)c1cccs1	-4	2	-4	7	43*	-10	5	-7
O=C(O)c1ccc(COc2c(F)c(F)cc(F)c2F)cc1	6	-6	-2	-3	-12	-4	0	-5
The list continues.
SMILES	Gli-Sufu antag	ATG4B inh	APJ ag	CCR6 antag	APJ antag	UBC13 polyUb	CXCR6 block	EBI2 block
CCN(C(=O)c1ccc(S(=O)(=O)N2CCCC2)cc1)C1CCS(=O)(=O)C1 (centres undefined)	-1	-6	-8	2	-5	-5	3	-2
CCOc1cc(NC(=S)NCCCN2CCOCC2)c(OCC)cc1NC(=O)c1cccc(F)c1	2	-4	-2	-6	6	3	4	-12
Cc1ccc(SC(C)C(=O)N2CCC(C(N)=O)CC2)cc1 (centres undefined)	2	-4	-4	-2	11	16	2	2
COC(=O)CCS(=O)(=O)c1ccc(Cl)c(Cl)c1	-2	2	0	21	-7	-3	.	.
CCC(C)(C)n1nnnc1C(c1ccc(O)c(OC)c1)N1CCN(c2nc3ccccc3s2)CC1 (centres undefined)	-3	-21	-2	-12	-17	1	-7	-1
COc1ccc(-n2nnnc2SCC(=O)Nc2ccccc2F)cc1	-1	1	-2	-8	-7	6	-6	-2
O=S(=O)(/N=C(/Nc1ccc(F)cc1F)c1ccccc1)c1ccccc1	8	-8	-6	16	12	0	7	1
CN(Cc1ccco1)C(=O)Cn1cc(S(=O)(=O)N2CCCC2)c(S(=O)(=O)N2CCCC2)c1	-3	1	-2	14	9	0	5	-12
COC(=O)c1ccc(NC(=O)c2ccc3nccnc3c2)cc1	-6	-17	-1	-1	-8	-11	-4	3
O=C(N/N=C/C=C/c1ccc([N+](=O)[O-])cc1)c1cccs1	-18	0	1	10	-8	-15	-6	-5
COc1ccc(CCN(C)S(=O)(=O)c2cn(C)c(=O)n(C)c2=O)cc1OC	7	-46	5	5	4	-2	3	-7
CCN(CC(=O)Nc1ccccc1C(F)(F)F)C(=O)c1cc(-c2ccccc2)nn1-c1ccccc1	1	12	-8	8	-5	0	-3	2
COc1cc(OC)cc(-n2nnnc2SCC(=O)NCc2ccc3c(c2)OCO3)c1	1	-3	1	18	15	4	-2	-6
CCC(CCC(=O)Nc1ccc(S(N)(=O)=O)cc1)C(=O)O (centres undefined)	1	15	5	8	3	0	-5	3
COc1ccc(CN2CC(C(=O)NCC3CCCO3)CC2=O)cc1 (centres undefined)	0	-4	-3	-2	-37	-2	-3	5
Cc1ccn2c(=O)c(C(=O)NCCCN3CCCCC3C)c(O)nc2c1 (centres undefined)	6	-4	-2	10	32	8	-3	-12
COc1ccc2nc(NC(=O)c3cccnc3SC)sc2c1	-63	-9	-1	-5	12	12	6	4

Exported with values under each structure: entries from further up
Under each structure – Gli-Sufu antag	ATG4B inh	APJ ag	CCR6 antag	APJ antag	UBC13 polyUb	CXCR6 block	EBI2 block
CCN(C(=O)c1ccc(S(=O)(=O)N2CCCC2)cc1)C1CCS(=O)(=O)C1 (centres undefined)
    -1	-6	-8	2	-5	-5	3	-2
CCOc1cc(NC(=S)NCCCN2CCOCC2)c(OCC)cc1NC(=O)c1cccc(F)c1
    2	-4	-2	-6	6	3	4	-12
Cc1ccc(SC(C)C(=O)N2CCC(C(N)=O)CC2)cc1 (centres undefined)
    2	-4	-4	-2	11	16	2	2
COC(=O)CCS(=O)(=O)c1ccc(Cl)c(Cl)c1
    -2	2	0	21	-7	-3	.	.
CCC(C)(C)n1nnnc1C(c1ccc(O)c(OC)c1)N1CCN(c2nc3ccccc3s2)CC1 (centres undefined)
    -3	-21	-2	-12	-17	1	-7	-1
COc1ccc(-n2nnnc2SCC(=O)Nc2ccccc2F)cc1
    -1	1	-2	-8	-7	6	-6	-2
O=S(=O)(/N=C(/Nc1ccc(F)cc1F)c1ccccc1)c1ccccc1
    8	-8	-6	16	12	0	7	1
CN(Cc1ccco1)C(=O)Cn1cc(S(=O)(=O)N2CCCC2)c(S(=O)(=O)N2CCCC2)c1
    -3	1	-2	14	9	0	5	-12
COC(=O)c1ccc(NC(=O)c2ccc3nccnc3c2)cc1
    -6	-17	-1	-1	-8	-11	-4	3
O=C(N/N=C/C=C/c1ccc([N+](=O)[O-])cc1)c1cccs1
    -18	0	1	10	-8	-15	-6	-5
COc1ccc(CCN(C)S(=O)(=O)c2cn(C)c(=O)n(C)c2=O)cc1OC
    7	-46	5	5	4	-2	3	-7
CCN(CC(=O)Nc1ccccc1C(F)(F)F)C(=O)c1cc(-c2ccccc2)nn1-c1ccccc1
    1	12	-8	8	-5	0	-3	2
COc1cc(OC)cc(-n2nnnc2SCC(=O)NCc2ccc3c(c2)OCO3)c1
    1	-3	1	18	15	4	-2	-6
CCC(CCC(=O)Nc1ccc(S(N)(=O)=O)cc1)C(=O)O (centres undefined)
    1	15	5	8	3	0	-5	3
COc1ccc(CN2CC(C(=O)NCC3CCCO3)CC2=O)cc1 (centres undefined)
    0	-4	-3	-2	-37	-2	-3	5
Cc1ccn2c(=O)c(C(=O)NCCCN3CCCCC3C)c(O)nc2c1 (centres undefined)
    6	-4	-2	10	32	8	-3	-12
COc1ccc2nc(NC(=O)c3cccnc3SC)sc2c1
    -63	-9	-1	-5	12	12	6	4

Compound activity (PubChem BioAssay)
